Screening results as filed in PubChem.
KDM5B inh: KDM5B demethylase inhibition; hit rate 2.6% among 220,000; Potency, µM (highest dose often 57.7 µM), for inactives: at the top dose activity change, negative = inhibition, usual class: inhibitors; Q9UGL1; KDM5B demethylase, FDH-coupled NADH fluorescence (FDH is formaldehyde dehydrogenase); AID 1347165; active = well fitted inhibition curve with a large enough effect; inconclusive = small, poorly fitted or top-dose-only effect; inactive = no such curve, though single readings can be large or run the other way; also: 0% is about no effect; nearly all actives have a fitted effect of over 70% in size
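Inhibition is measured as reduced NADH fluorescence generation from FDH coupling to formaldehyde release. Truncated KDM5BΔAP at 200 nM final acts on H3K4me3 peptide (12.5 µM in substrate mix) in pH 7.5 HEPES buffer with Tween-20, 30 min, room temperature.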
The depositor's hits bear a star; ? = inconclusive; [ ] = another dose, or the depositor's remark. Potency is read from the fitted curve at half-maximal effect. An excerpt; the hit share may differ from the screen's.

Compound,KDM5B inh
Cn1c(=O)c2c(nc(N/N=C/c3cccnc3)n2Cc2ccc(F)cc2)n(C)c1=O,19%
Cc1ccc(-c2nnc(C3CN(C(=O)c4cc(F)ccc4F)CC34CCOCC4)o2)cc1 (stereo not drawn),3%
O=C1N(C2CCNCC2)C(c2ccncc2)C12CCCCC2 (stereo not drawn),156%[activator]
Cc1nnc(NC(=O)c2cc(-c3cccc(C)c3O)n[nH]2)s1,5%
O=C1CCN(S(=O)(=O)c2cccc(F)c2)CCCC(c2nc(-c3ccccc3)no2)CCN1 (stereo not drawn),-3%
O=C(NC(C(=O)N1CCCCC1)C1CCN(C(=O)c2ccccc2)CC1)c1ccccc1Cl (stereo not drawn),14%
COc1ccc(Cl)cc1NC(=O)NCCc1c(C)nn(C)c1C,6%
O=C(NCCn1cccc1-c1nc(-c2ccc3c(c2)OCO3)no1)c1ccc(Cl)s1,?
CCCOc1cccc(C(=O)NCCNC(=O)c2ccco2)c1,33%
Cc1cccc(NC(=O)C(=O)NCC(c2ccc3c(c2)OCO3)N2CCN(C)CC2)c1C (stereo not drawn),1%
CCOc1ccc(-c2c(C)nn3c(-c4ccccc4)c(C(=O)NCCOC)cnc23)cc1OCC,-17%
CCc1ccc(OCC(=O)Nc2cc3c(cc2S(=O)(=O)c2ccc(C)cc2)n(C)c(=O)n3C)cc1,8%
O=C(NCCc1nc2ccccc2[nH]1)c1cccc(N2CCCN(Cc3ccccc3)C2=O)c1,7%
Cc1cccc(N2CC(c3nc4ccccc4[nH]3)CC2=O)c1C (stereo not drawn),20%
CN(CC1Cc2ccccc2CN1C)C(=O)c1cnc2nc[nH]n2c1=O (stereo not drawn),?
Cc1cccc(-c2noc([C@@H]3Cc4nc[nH]c4CN3C(=O)Nc3ccccc3)n2)c1,?
CCc1nccn1CCC(=O)N1CC[C@@](O)(C2CCOCC2)[C@H](C)C1,19%
CNC(=O)C1CCN(C(=O)c2ccc(-c3ncc4cnc(-c5ccccc5)cn34)cc2)CC1,22µM*
O=C(c1cccc2[nH]ccc12)N1CCCN(c2cc(-c3ccc(Cl)cc3)[nH]n2)CC1,?
COC(=O)c1c(C)[nH]c(C(=O)COc2ccc3c(-c4ccccc4)cc(=O)oc3c2)c1C,1%
Cc1nnc(NC(=O)c2cc(-c3ccncc3)nc3ccccc23)s1,26%
COc1nccc(N2CCC(CC(=O)N3CCCC3)CC2)n1,-14%
CC(CCc1ccccc1)NC(=O)C1CCCO1 (stereo not drawn),19%
CC(C)(C)NC(=O)NC(=O)COC(=O)CCCc1c[nH]c2ccccc12,-3%
Cc1ccc(C(c2cccc(Br)c2)c2cn(C)c3ccccc23)s1 (stereo not drawn),-7%
COC1CN(c2cccc(F)c2)C12CCN(C(=O)CCCc1ccccc1)CC2 (stereo not drawn),42%[activator]
c1ccc(CN2CCc3[nH]cnc3C2c2ccc(-c3ccccn3)cc2)nc1 (stereo not drawn),63%[activator]
Clc1ccc(-c2nnc([C@H]3CCN(C4CCCCC4)C3)o2)cc1,25µM*
COc1ccc(C(=O)N2CC(Oc3ccccc3-c3nc(-c4cnccn4)no3)C2)cn1,15%
Cc1ccc(CNC(=O)c2ccc3c(c2)CCN3S(=O)(=O)c2ccccc2)cc1,?
O=C1N/C(=N\c2ccccn2)SC1Cc1ccc(Cl)cc1 (stereo not drawn),16%
CCn1nccc1C(=O)N1CCC2(CC1)CC(N(Cc1ccccc1)C1CC1)CCO2 (stereo not drawn),-17%
O=C(CN1CCOCC1)NCc1ccc(F)cc1,19%
COc1ccc(C(=O)N[C@@H]2CCC[C@@H]2C(=O)NCc2c(C)n[nH]c2C)cc1,-7%
CC(=O)c1ccc(NC(=O)N(C)CCc2noc(-c3ccc(C(=O)N4CCCCC4)cc3)n2)cc1,8%
Cc1ccccc1CN(C)C(=O)CN1CCC(c2nc3ccccc3s2)CC1,?
CCOc1ccccc1NC(=O)NCc1c(C)nn(CC)c1C,-8%
Cc1ccc(-n2c(C3CCN(C(=O)c4cccc(C)c4)CC3)n[nH]c2=O)cc1,20%
Cc1cccc(NC(=O)Nc2cccs2)c1C,?
CC(C)N(C(=O)COC(=O)c1n[nH]c(=O)c2ccccc12)C1CCCCC1,-2%
CC1CCCC(NC(=O)/C=C/c2ccc3c(c2)CCO3)C1C (stereo not drawn),-30%
COCC1CN(C)CC12CCN(C(=O)c1cccc(C)c1)CC2 (stereo not drawn),-21%
CCCCCOc1ccc(OC(=O)c2ccc(-c3ccc(CCC)cn3)cc2)cc1,31%[activator]
COc1ccc(OC2CN([S+](=O)([O-])c3cccc(C(F)(F)F)c3)C2)cc1,26%[115 µM]
CCn1cnnc1CC1CCCN(C(=O)Nc2ccc(C(=O)OC)cc2)C1 (stereo not drawn),1%
COc1ccc(C(=O)NCc2ccccc2)cc1,17%
Cn1c(-n2cccc2)c(-c2c(-c3ccccc3)[nH]c3c2c(=O)[nH]c(=O)n3C)c(=O)[nH]c1=O,-22%
Cc1ccc(CSC2=NS(=O)(=O)c3ccccc3N2Cc2ccccc2)cc1,?
CC(C)=CCN1C[C@H](NC(=O)CCc2cccs2)C[C@H]1C(=O)NC(C)C,-26%
O=C(Nc1ccc(Br)cc1)N1CCSc2ccccc21,-13%
COc1ccccc1N1CCN(C(=O)c2oc3ccccc3c2NC(=O)C(C)Oc2ccccc2)CC1 (stereo not drawn),-24%
CC1CCc2noc(NC(=O)COc3ccccc3)c2C1 (stereo not drawn),8%
Cn1c(=O)c2c(nc(NC3CCCCC3)n2CC(O)CO)n(C)c1=O (stereo not drawn),12%
CCCN(CC1CCOC1)C(=O)c1cc(Cl)ccc1F (stereo not drawn),-12%
C=CCN(CC#CC1=CCCCC1)CC1CC1,23%
CCOc1cc(/C=C2/NC(=O)NC2=O)cc(Br)c1OCc1ccccc1,6%
CN1CCN(CCCNC(=O)CCC[C@@H]2[C@H]3CCCN4CCC[C@@H](CN2Cc2ccccc2)[C@@H]34)CC1,0%
CCOC(=O)c1ccccc1NC(=O)c1ccc2c(Cl)c3c(nc2c1)CCC3,-14%
COC(=O)c1sc2ncn(CC(=O)N(C)C3CCCCC3)c(=O)c2c1C,-1%
Cc1cnc(NC(=O)c2csc(NCC(C)C)n2)s1,9%

Of the compounds above, seven contain fluorine.
Compound,KDM5B inh
Cn1c(=O)c2c(nc(N/N=C/c3cccnc3)n2Cc2ccc(F)cc2)n(C)c1=O,19%
Cc1ccc(-c2nnc(C3CN(C(=O)c4cc(F)ccc4F)CC34CCOCC4)o2)cc1 (stereo not drawn),3%
O=C1CCN(S(=O)(=O)c2cccc(F)c2)CCCC(c2nc(-c3ccccc3)no2)CCN1 (stereo not drawn),-3%
COC1CN(c2cccc(F)c2)C12CCN(C(=O)CCCc1ccccc1)CC2 (stereo not drawn),42%[activator]
O=C(CN1CCOCC1)NCc1ccc(F)cc1,19%
COc1ccc(OC2CN([S+](=O)([O-])c3cccc(C(F)(F)F)c3)C2)cc1,26%[115 µM]
CCCN(CC1CCOC1)C(=O)c1cc(Cl)ccc1F (stereo not drawn),-12%

(listing goes on)
Compound,KDM5B inh
CC(C)(C)c1nnc2sc(-c3c[nH]c4ccccc34)nn12,-14%
COc1cc(CN2CCCC(c3[nH]ccc3C(N)=O)C2)ccc1F (stereo not drawn),?
Cc1nc2ncnn2c(C)c1CCC(=O)NCC1CCOc2ccccc2C1 (stereo not drawn),-13%
NC(=O)c1cccc(NC(=O)c2ccccc2CSc2nc3ccccc3o2)c1,8%
CC(=O)Nc1ccc(CN2CCC3(Cc4ccccc4CNC3=O)C2)cc1 (stereo not drawn),-3%[115 µM]
Cc1ccc(Nc2nc(C(=O)OCC(=O)c3ccc(Cl)cc3)cs2)cc1C,-17%
CC(Sc1nc(N)cc(N)n1)C(=O)c1ccc(Br)cc1 (stereo not drawn),9%
COc1ccc(C)cc1CN(C)C(=O)c1n[nH]c(=O)c2ccccc12,141%[activator]
CC(=O)N1C[C@@H](C(=O)NCCc2ccc(Cl)cc2)[C@H](c2nc(C)no2)C1,0%
CSC(C)C(=O)Nc1ccc(C)c(I)c1 (stereo not drawn),-2%
COc1ccc(C[C@H](NC(=O)[C@@]2(O)C[C@@H](O)[C@H](O)[C@@H](NC(=O)c3cccnc3)C2)C(N)=O)cc1,9%
Cn1cc(CN2CCc3nc(C(=O)NCC4CC4)oc3CC2)cn1,-1%[86.2 µM]
CCc1cccc2c(C(CC(=O)NCC(C)C)c3cccc(OC)c3)c[nH]c12 (stereo not drawn),-25%
COc1cccc(NC(=O)CSc2nnc(NC(=O)NC3CCCCC3)s2)c1,5%
CSCCC(NC(=O)c1cccc(C)c1)C(=O)NNC(=O)c1cccs1 (stereo not drawn),1%
COc1ccc(C(=O)NNC2=C(C(=O)C(F)(F)F)CCC2)cc1,?
CCOc1ccccc1CNC(=O)CC1CCOCC1,-25%
O=C(CCC1CCCC1)N1CCN(C(=O)c2cc3ccccc3oc2=O)CC1,15%
CC(C)(C)c1cc(N)n[nH]1,13%
CCN(CC(=O)N1c2ccccc2OCC1c1ccccc1)Cc1nc2ccccc2c(=O)[nH]1 (stereo not drawn),-14%
O=C(NC1CCCc2c1[nH]c1ccc(F)cc21)C1(c2ccccc2)CCOCC1 (stereo not drawn),0%
COc1ccc2[nH]c3c(c2c1)CCNC31CCN(C2CCCC2)CC1,22µM*
CCOc1ccc2c(c1)c(=O)c(C(=O)c1ccc(CC)cc1)cn2CC(=O)Nc1ccccc1OC,-16%
Cc1ccc(NC(=O)C(Cc2ccccc2)n2cccc2)c(C)c1 (stereo not drawn),-29%
C[C@@H](C(=O)N1CCN(c2cccc(Cl)c2)CC1)n1cnc2ccccc2c1=O,9%
COc1ccc(C(=O)/C=C/c2ccc(-c3ccc(OC)cc3)o2)cc1,?
COC(=O)c1c(-c2ccc(C)cc2)csc1NC(=O)c1ccoc1C,-16%
CN(Cc1cc(C2CC2)n[nH]1)c1cc(C2CC(N)C2)nc(N)n1 (stereo not drawn),?
CCCNC(=O)Cc1ccc2c(c1)CCCC2,24%
COc1ccc(-c2nn3c(-c4ccccc4C)nnc3c3ccccc23)cc1,?

Arranged by SMILES length (smallest number first): three of the compounds above
Compound,KDM5B inh
Cn1cc(CN2CCc3nc(C(=O)NCC4CC4)oc3CC2)cn1,-1%[86.2 µM]
NC(=O)c1cccc(NC(=O)c2ccccc2CSc2nc3ccccc3o2)c1,8%
C[C@@H](C(=O)N1CCN(c2cccc(Cl)c2)CC1)n1cnc2ccccc2c1=O,9%

Additional records follow.
Compound,KDM5B inh
COCCNC(=O)CC[C@]12CC[C@](C)(O)C[C@H]1C(C)(C)C[C@@H]2NCc1ccc(CO)o1,4%
Cc1cccc(S(=O)(=O)Nc2nc3ccccc3nc2Nc2ccccc2F)c1,6%
Cc1cc(C)c2c(C)c(C(=O)N3CCC(c4nc5ccccc5s4)CC3)oc2c1,-25%[11.5 µM]
COc1cc(C)ccc1C(=O)N1C[C@@H](CN2CCOCC2)[C@@H](CO)C1,-14%
Cc1ccc(C(=O)NC2CCN(c3cnn(C)c(=O)c3)CC2)s1,17%
CN=Cc1cc(C(C)(C)C)cc(C(C)(C)C)c1O,-5%
Cc1cc(S(=O)(=O)NCCO)ccc1Cl,0%
O=C(Cc1ccccc1F)N1CCC(c2nc3c(nnn3Cc3ccc(F)cc3)c(=O)[nH]2)CC1,-9%
O=C(CCNC(=O)c1ccsc1)Nc1cccnc1N1CCCC1,-11%
COc1ccc(C(=O)Nc2oc3ccccc3c(=O)c2-c2cccc(OC)c2)cc1,6%
Cc1ccccc1-c1nc2cnccn2c1NCCC(=O)N1CCCCC1,25µM*
COc1ccccc1NC(=O)c1cc([N+](=O)[O-])ccc1N1CCOCC1,11%
O=C(CCN1CCCCO1)N1CCOC(CCCc2ccccc2)C1 (stereo not drawn),-3%
O=C(Nc1nc(-c2cc3ccccc3oc2=O)cs1)c1ccccc1Cl,-21%
O=C(COC(=O)c1cnccn1)c1ccc(Cl)c([N+](=O)[O-])c1,-17%
Oc1ccc(NCc2ccccc2OCc2ccccc2)cc1,-23%
COc1ccc(F)c(CN2CCC(CO)(CN3CCCC3)CC2)c1,17%
Cc1ccc(NC(=O)CC(C)S(=O)(=O)c2ccc3c(c2)NC(=O)CO3)c(Cl)c1 (stereo not drawn),-4%
COc1ccc(OC)c(CCNC(=O)c2ccc(Cl)c(N3C(=O)CCS3(=O)=O)c2)c1,3%
CCN(CC)c1ccc(NC(=O)CCCN2C(=O)C(c3ccccc3)Oc3cccnc32)c(C)c1 (stereo not drawn),-23%
Cc1ccc(NC(=O)CSc2nc3ccc(NC(=O)c4ccco4)cc3s2)c(C)c1,?
COc1ccc(NC(=O)C2=NO[C@@H]3CN(c4ccccc4)C[C@H]23)cn1,4%[86.2 µM]
O=C1NCCCCCCN(Cc2ccncc2)[C@@H]2CN(Cc3ccccn3)CC[C@H]12,?
COc1ccc(NC(=O)CSc2ncnc3ccccc23)c(OC)c1,15%
COc1ccc(-c2nn3c(=O)cc(CN4CCN(C(=O)Nc5ccc(C)c(Cl)c5)CC4)nc3s2)cc1,10%
COc1ccc(CNc2nc(-c3ccc(Cl)cc3)cc(C(F)(F)F)n2)cc1,?
O=C(Nc1cccc(C(F)(F)F)c1)N[C@H]1[C@H](O)[C@@H](N2CCCC2)[C@@H]2OC[C@H]1O2,-28%[86.2 µM]
